Assay outcomes deposited in PubChem by several laboratories.
MBD2 DNA inh: inhibitors of MBD2 binding to methylated DNA, primary screen, biochemical, TR-FRET, DNA-binding domain, human; Methyl-CpG-binding domain protein 2 (Homo sapiens), Q9UBB5; MBD2 binding to methylated oligonucleotide; inhibition, % at 4.4 µM; hit rate 0.31% among 370,000; in the data active = inhibition above about 13%
PLCg1 inh: PLC-gamma1 enzyme inhibitors, primary screen, biochemical, fluorescence, purified enzyme; hit rate 0.84% among 370,000; inhibition, % at 12.2 µM; fluorogenic substrate; 1-phosphatidylinositol 4,5-bisphosphate phosphodiesterase gamma-1 (Homo sapiens), P19174; in the data active = inhibition above about 9.5%
NR1D1 modulator: modulators of Rev-erb alpha DNA binding, primary screen, biochemical, FITC-DNA, fluorescence polarization, uHTS. Nuclear receptor subfamily 1 group D member 1 (Homo sapiens), P20393. Rev-erbα–FITC-DNA binding, 90 min. activity, % at 10 µM. hit rate 0.79% among 370,000;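 active = activity above about 14%, limit read from the data; passing the limit was not always enough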;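 also: 0% = DMSO wells with 35 nM protein and 100% = DMSO wells with 750 nM protein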
hgDAF-12 ag: H. glycines DAF-12 receptor agonists, primary screen, cell-based, luminescence, HEK293, GAL4 fusion, UAS-luciferase; hit rate 1.8% among 370,000; Nuclear hormone receptor DAF-12 (Heterodera glycines), GAL4 fusion; HEK293 GAL4-hgDAF12 UAS-luciferase reporter, agonist luminescence; normalized to butyrate control; AID 687014, 2013; activation, % at 6.8 µM;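 active = activation above a cutoff set at the mean of all screened compounds plus 3 SD, cut at about 10% in these data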;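 also: 0% = DMSO wells and 100% = sodium butyrate wells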
ADAM17 inh: ADAM17 inhibitors, primary screen, biochemical, QFRET | Disintegrin and metalloproteinase domain-containing protein 17 (Homo sapiens), P78536 | recombinant ADAM17, EDANS/DABCYL FRET peptide cleavage | inhibition, % at 6.95 µM | hit rate 0.83% among 370,000 | AID 720648, 2013;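 active = inhibition above the mean of compounds lying between control limits plus 3 SD, set per campaign, cut at about 8.5% in these data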;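 also: 0% = DMSO-only wells as the low control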
PLCb3 inh: human PLC-beta3 inhibitors, primary screen, biochemical, fluorescence | 1-phosphatidylinositol 4,5-bisphosphate phosphodiesterase beta-3 (Homo sapiens), Q01970 | Purified PLC-beta3, fluorogenic substrate | inhibition, % at 12.2 µM | AID 720704, 2013 | hit rate 0.18% among 370,000; in the data active = inhibition above about 11%;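 also: 0% = median of compound wells on plate and 100% = full blocker control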
Target sequence (Q01970 whole entry, looked up): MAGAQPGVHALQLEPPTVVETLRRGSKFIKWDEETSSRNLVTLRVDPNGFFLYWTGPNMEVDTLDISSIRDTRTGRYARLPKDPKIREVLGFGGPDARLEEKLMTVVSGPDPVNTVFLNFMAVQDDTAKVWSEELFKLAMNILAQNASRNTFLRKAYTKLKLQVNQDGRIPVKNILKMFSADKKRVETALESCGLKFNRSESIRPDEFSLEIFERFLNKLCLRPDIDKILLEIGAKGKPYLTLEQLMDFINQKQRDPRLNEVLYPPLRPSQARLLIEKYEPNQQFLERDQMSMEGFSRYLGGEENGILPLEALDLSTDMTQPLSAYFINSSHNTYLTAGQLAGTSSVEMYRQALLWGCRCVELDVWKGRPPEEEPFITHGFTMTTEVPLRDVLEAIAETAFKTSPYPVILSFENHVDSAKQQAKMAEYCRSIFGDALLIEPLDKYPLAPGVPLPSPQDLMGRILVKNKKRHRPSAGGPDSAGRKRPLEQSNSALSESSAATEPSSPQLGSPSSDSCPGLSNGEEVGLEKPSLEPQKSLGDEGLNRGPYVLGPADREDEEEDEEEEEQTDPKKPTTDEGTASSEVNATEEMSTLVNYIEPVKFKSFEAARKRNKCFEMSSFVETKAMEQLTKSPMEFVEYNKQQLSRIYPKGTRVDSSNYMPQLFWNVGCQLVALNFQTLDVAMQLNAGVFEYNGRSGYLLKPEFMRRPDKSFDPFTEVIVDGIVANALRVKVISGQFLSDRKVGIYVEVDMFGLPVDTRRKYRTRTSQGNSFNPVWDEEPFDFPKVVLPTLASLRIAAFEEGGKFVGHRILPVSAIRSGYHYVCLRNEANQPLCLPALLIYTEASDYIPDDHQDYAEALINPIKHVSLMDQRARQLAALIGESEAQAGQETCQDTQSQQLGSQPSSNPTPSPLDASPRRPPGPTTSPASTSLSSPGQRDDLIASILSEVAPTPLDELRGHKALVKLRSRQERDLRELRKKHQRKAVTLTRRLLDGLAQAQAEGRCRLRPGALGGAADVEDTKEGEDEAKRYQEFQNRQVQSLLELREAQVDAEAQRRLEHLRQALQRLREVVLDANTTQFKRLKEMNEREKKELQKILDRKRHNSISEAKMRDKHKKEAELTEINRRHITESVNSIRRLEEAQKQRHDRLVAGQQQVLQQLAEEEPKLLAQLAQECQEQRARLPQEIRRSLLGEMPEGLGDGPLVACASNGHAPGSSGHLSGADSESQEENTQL
hcDAF-12 act: H. contortus DAF-12 nuclear receptor activators, primary screen, cell-based, luminescence, HEK293, lit1-tk-luc reporter. HEK293 hcDAF-12 lit1-tk-luc reporter; 0% DMSO, 100% Δ7-dafachronic acid. activation, % at 6.8 µM. hit rate 1.4% among 370,000;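 active = activation above the mean of all tested compounds plus 3 SD, cut at about 5.5% in these data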;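 also: 100% = response to 3 µM Δ7-dafachronic acid high control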
DAX1 inh-1: DAX1 (NR0B1) inhibitors on StAR promoter, primary screen, cell-based, luminescence, SF-1 (NR5A1), full-length DAX-1 | HEK293T StAR-luciferase reporter, SF-1/DAX-1 repression relief | inhibition, % at 6.8 µM | hit rate 1.1% among 370,000 | AID 652010, 2013;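 active = inhibition above the mean over all tested compounds plus 3 SD, cut at about 3.6% in these data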;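 also: 0% = DAX-1 cells with DMSO and 100% = cells lacking DAX-1 with DMSO; higher inhibition means more luminescence from relief of DAX-1 repression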
ssDAF12 agonist: S. stercoralis DAF-12 nuclear receptor activators, primary screen, cell-based, luminescence, HEK293, GRIP1 co-expression, lit1-tk-luc; AID 652126, 2013; Nuclear hormone receptor DAF-12 (Strongyloides stercoralis); hit rate 1% among 370,000; HEK293 ssDAF-12/GRIP1 lit1-tk-luc reporter; % of 3 µM dafachronic acid response; activation, % at 6.8 µM;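 active = activation above the mean over all tested compounds plus 3 SD, cut at about 0.9% in these data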;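 also: 0% = DMSO-only wells and 100% = 3 µM delta7-dafachronic acid wells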
DAX1 inh-2: DAX1 (NR0B1) inhibitors, primary screen, cell-based, HEK293, Gal4-DAX1, luciferase luminescence | Nuclear receptor subfamily 0 group B member 1 (Homo sapiens), P51843 | HEK293 Gal4-DAX1 luciferase reporter | inhibition, % at 6.75 µM | hit rate 0.99% among 340,000 | AID 504766, 2011;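 active = inhibition above the mean over all tested compounds plus 3 SD, cut at about 4.2% in these data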;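 also: 0% = DAX1-transfected cells with DMSO and 100% = empty-vector control cells with DMSO; inhibition shows as a rise in luminescence from relieved DAX1 repression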
SMARCA2 act: SMARCA2 (BRM) function activators, primary screen, cell-based, luminescence, high throughput | activation, % at 9.1 µM | AID 652017, 2013 | MG213 cells, MMTV-luciferase reporter, dexamethasone, overnight | hit rate 1% among 370,000; in the data active = activation above about 7.8%;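 also: 0% = vehicle wells and 100% = reference activator wells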
An asterisk follows results filed as active; i = inactive; x = not tested or not shown; & = joins results of further samples.

SMILES	MBD2 DNA inh	PLCg1 inh	NR1D1 modulator	hgDAF-12 ag	ADAM17 inh	PLCb3 inh	hcDAF-12 act	DAX1 inh-1	ssDAF12 agonist	DAX1 inh-2	SMARCA2 act
COc1ccc2nc(SCC(=O)NC3CCCC3)c(C)cc2c1	-1	2	29*	1.2	2	2	-2.5	-0.7	-1.2	1.1	-1
Cc1ccc(OCC(=O)N2CCC(Cc3ccccc3)CC2)c([N+](=O)[O-])n1	-2	2	-3	-2.6	2	-1	-1.4	0.2	-1.6	-0.6	-1
CCOC(=O)C1=C(C)NC2=C(C(=O)CCC2)C1c1ccc(O)c(OCC)c1 (stereo not drawn)	-1	-7	7	0.0	-5	-6	-1.7	0.0	-1.4	-0.7	1
Cc1ccc(N=Nc2c(N)nn(-c3ccccc3)c2N)cc1	0	6	0	20*	1	4	2.0	0.7	0.9*	0.0	3
CCC(=O)Nc1nc(-c2ccccc2)nc(SC)c1C(C)=O	2	0	1	2.5	-1	3	-2.4	-0.6	-1.8	-0.1	-1
Cc1ccc(CSc2nnc(NC(=O)C3COc4ccccc4O3)s2)cc1 (stereo not drawn)	2	-2	10	1.0	0	-2	-0.7	1.3	-0.2	0.1	-1
Cc1ccc(S(=O)(=O)NC(=O)N(C)C2CCCCC2)cc1	3	0	-2	-3.1	0	-3	-1.0	-0.2	-1.5	x	-2
CCCc1nnc(NC(=O)c2cc3ccccc3oc2=O)s1	6	0	1	-1.9	-7	1	-0.2	-0.1	-1.4	-0.5	-1
COc1ccc(C(=O)C2(C(=O)Nc3cc(C)cc(C)c3)CC(c3ccccn3)=NO2)cc1 (stereo not drawn)	4	1	8	7.4	4	-2	1.2	0.4	-0.6	x	-3
Cc1cnc(Sc2ncccc2[N+](=O)[O-])nc1	-6	2	-1	-2.7	-2	2	0.0	-0.6	-1.4	-1.4	2
CC1(C)CC(=O)C(C=Nc2ccccc2)=C(O)C1	1	1	-1	-1.1	2	5	-0.1	0.5	-1.5	0.5	3
CC1CCc2c(nc3ncnn3c2N2CC(C)OC(C)C2)C1 (stereo not drawn)	-5	1	1	-0.3	-2	2	-0.8	-0.6	-0.8	-0.9	3
CCCN(CCC)Cc1c(C(=O)N/N=C/C(C)=C\c2ccco2)nnn1-c1nonc1N	-4	-7	-1	-1.9	3	-15	-1.9	0.1	-2.0	-1.9	-3
Cn1c(CCNC(=O)c2ccco2)nc2cc(NC(=O)C3CCCCC3)ccc21	0	1	2	3.4	-1	2	0.0	0.2	-0.9	0.3	5
COc1ccc(C2Nc3ccccc3C(=O)N2Cc2ccncc2)cc1COc1ccc(NC(C)=O)cc1 (stereo not drawn)	-6	-299	1	-0.7	-365	-405	-3.0	x	-1.4	x	x
C=CCn1c(=O)c2ccccc2n2c(SCC(=O)/C(C#N)=C(\C)N)nnc12	4&7	0&5	0&1	0.2&1.4	-7&-2	1&0	-0.7&-0.3	0.1&0.4	-0.8&-1.3	1.3&-0.6	-3&-4
CCC(=O)Nc1ccc(NC(=O)c2ccco2)cc1	-1	-2	4	10	-1	2	2.2	2.3	-0.4	0.6	4
COc1ccc(S(=O)(=O)N2CCCCC2)cc1NC(=O)CCNC(=O)c1ccc(Br)cc1	-2	1	-2	0.8	-1	-3	-0.3	1.6	-0.5	-1.4	2
Cc1ccc(N(CC(=O)NC2CCCC2)C(=O)CCC(=O)Nc2ccccn2)cc1C	-3	0	2	-1.4	0	-4	-1.5	0.7	-0.6	0.5	-1
Cc1ccc(NC(=S)NCc2ccc3c(c2)cc(C)n3C)c(C)c1	1	0	1	-5.3	1	-1	-0.1	0.1	-1.5	0.4	-3

Single entries from the entries so far.
Cc1ccc(OCC(=O)N2CCC(Cc3ccccc3)CC2)c([N+](=O)[O-])n1 – PLCg1 inh: 2
CCOC(=O)C1=C(C)NC2=C(C(=O)CCC2)C1c1ccc(O)c(OCC)c1 (stereo not drawn) – hgDAF-12 ag: 0.0

(cont.)
SMILES	MBD2 DNA inh	PLCg1 inh	NR1D1 modulator	hgDAF-12 ag	ADAM17 inh	PLCb3 inh	hcDAF-12 act	DAX1 inh-1	ssDAF12 agonist	DAX1 inh-2	SMARCA2 act
O=C(NCCO)N1c2ccccc2Sc2ccccc21	-2	-4	0	-1.7	1	1	-0.6	0.5	-0.4	-1.5	-3
CC(CCc1ccccn1)C(=O)c1ccccc1 (stereo not drawn)	3	-2	2	0.4	-5	-1	-1.5	1.4	-0.3	0.6	2
CCC(=O)Nc1ccc(NC(=O)CSc2nnc(-c3ccc(O)cc3)n2CC2CCCO2)cc1 (stereo not drawn)	-2	1	-6	5.0	-3	-2	-2.1	-0.7	-1.5	-0.3	-2
CCN(CC)C(=O)CSc1nc2cccnc2n1-c1ccccc1OC	-7	0	1	-2.5	-4	-3	-2.1	-0.3	-0.4	-1.3	-3
CN(C)c1ccc(Cc2cc3c(O)ccc(O)c3cc(Cc3ccc(N(C)C)cc3)c2=O)cc1	35*	9	-23	1.1	1	-8	2.5	-1.0	-1.3	-1.0	-5
CSc1ccccc1OCc1cc(C(=O)N(C)Cc2cnccn2)no1	-2	-1	0	6.7	1	0	0.3	1.7	-1.2	0.6	5
CN(C)CC(=O)c1c[nH]c2ccccc12	-10	-2	-7	1.3	1	1	3.3	0.0	0.2	0.8	0
O=c1cc(CN2CCN(Cc3ccccc3)CC2)c2ccc(O)cc2o1	-5	i	-1	-2.5	i	i	0.9	0.1	0.0	0.1	1
O=C(N/N=C/c1cc(Cl)cc([N+](=O)[O-])c1O)NC12CC3CC(CC(C3)C1)C2	-4	5	10	0.4	2	0	0.0	-0.2	-1.0	-0.2	-2
CCc1ccc2c(F)cccc2n1	-7	1	-4	4.0	2	3	2.5	0.3	-0.6	x	-4
COC(=O)c1nn(-c2ccc(OC)cc2)c(=O)cc1NN	-1	-8	4	-4.1	0	-16	-1.1	0.2	-0.4	0.2	2
O=C(NC1=NCCS1)C1Cc2ccccc2CN1C(=O)c1ccccc1 (stereo not drawn)	-5	2	6	3.6	-2	-3	0.6	0.2	-0.9	-1.3	0
O=C1COC(c2ccccc2O)=NN1CCCl	1	-3	-7	-1.6	-1	0	0.5	-0.2	-0.1	0.1	2
CCOc1ccc(NC(=O)CCNS(=O)(=O)c2ccc3c(c2)CCC(=O)N3)cc1	0	1	0	-1.9	1	5	-0.2	-0.1	-0.6	0.0	-5
Cc1cc(NS(=O)(=O)c2ccc(NC(=S)NC(=O)c3ccc(Br)cc3)cc2)no1	4	1	0	0.8	-5	-4	0.1	1.1	-0.2	-0.2	-3
CN1CCC(N(C)C(=O)c2cc(=O)c3ccccc3o2)CC1	-1	-1	-2	-0.5	-5	-5	-0.3	0.1	-1.1	0.6	0
CCSc1nc(C)cc(Oc2ccc(=O)n(C)n2)n1	-2	-2	5	0.2	-1	2	-1.2	0.5	-1.4	-0.2	1
COC(=O)c1sc2nc3c(cc2c1N)CCCC3	-8	-382	4	25*	-30	i	6.5*	5.1*	0.2	3.3	4
CN(C)c1ccc(/C=N/NC(=O)c2cccc(C(=O)N/N=C/c3ccc(N(C)C)cc3)n2)cc1	1	0	-24	1.6	2	2	0.4	-0.3	-1.4	-0.5	2
Cc1ccc(NC(=O)C(=O)NCC2CCCO2)cc1C (stereo not drawn)	-1	2	-7	5.3	-3	-1	2.1	2.7	-0.2	5.8*	6
CCn1c(SCC(=O)Nc2cc(C)ccc2C)nc2c(c1=O)SC(C)C2 (stereo not drawn)	1	2	11	-2.0	-3	1	-1.7	-0.1	-1.2	0.0	1
CC(=O)N1CCN(c2ccccc2NC(=O)COc2ccc(Cl)cc2Cl)CC1	-6	-11	1	-1.0	1	0	0.3	-0.9	-0.4	-1.0	0
Oc1ccccc1C1=Nc2ccccc2N=C(c2ccco2)C1	2	-230	1	-0.5	-33	-321	2.2	-1.2	-1.0	-0.8	-2
COC(=O)c1[nH]c2ccccc2c1NC(=O)CN1CCN(c2cccc(OC)c2)C(C)C1 (stereo not drawn)	1	-4	6	-7.2	1	-61	-1.8	-2.3	-2.0	-2.0	-4
C=CCn1c(SCCN2CCCC2)nc2c([nH]c3ccccc32)c1=O	3	-1	-2	4.1	-2	1	3.7	-0.1	0.6	0.3	5
CC(=O)N(C)C[C@H]1Oc2ncc(Br)cc2C(=O)N([C@H](C)CO)C[C@@H]1C	-1	5	2	-1.2	5	2	-0.6	-0.1	-1.2	-0.2	3
Cc1ccc2c(CC(=O)OCc3cc(=O)n4c(n3)sc3ccccc34)coc2c1	6	-6	-6	0.0	-5	-7	1.7	-0.4	-0.9	1.2	1
O=S(=O)(c1ccc(S(=O)(=O)N2CCC3(CC2)OCCO3)cc1)N1CCCC1	0	4	-7	-3.0	1	-2	-1.1	1.2	-1.1	1.0	-4
C=CCN1C(=O)[C@H](CC(=O)N2CCSCC2)[C@@]2(C(=O)OCC)CCCC=C12	-6	2	-5	1.3	0	-1	-3.3	0.6	-0.5	x	0
O=C(O)CCCC(=O)N1CCCC1	-2	0	6	1.7	0	2	-1.6	-0.1	-0.8	0.4	-1
CN(Cc1ccccc1)C(=O)c1ccc2sc([C@H]3C[C@H](O)[C@@H](CO)O3)nc2c1	2	2	-7	-2.2	-1	-1	-0.3	1.4	-1.0	x	-2
Cc1cc2c(cc(C(=O)OC(C(=O)NCc3ccco3)C(C)C)n2C)o1 (stereo not drawn)	-5	8	-4	-0.9	4	1	-4.3	-0.7	-1.6	-1.5	-4
COc1ccccc1NC(=O)CNC(=O)c1ccc(Br)o1	-6	1	-4	-0.1	1	-6	-0.6	-0.2	-0.6	3.2	-1
CCOC(=O)C1=CCN(S(=O)(=O)c2ccccc2C)C1c1cccc(C)c1 (stereo not drawn)	2	4	7	-2.4	1	2	0.0	-1.9	-0.8	x	-4
CCC[C@@H](CN1CCC[C@H]1CN1C(N)=NC[C@H]1CC(C)C)N1C[C@@H](Cc2ccccc2)N(CCc2ccc(Cl)c(Cl)c2)C1=N	5	6	3	-0.3	-5	12*	0.0	0.2	-0.7	-1.3	-6

3 compounds from above, arranged by their value in hcDAF-12 act, largest number first:
mol | hcDAF-12 act
O=C(NC1=NCCS1)C1Cc2ccccc2CN1C(=O)c1ccccc1 (stereo not drawn) | 0.6
CN(C)c1ccc(/C=N/NC(=O)c2cccc(C(=O)N/N=C/c3ccc(N(C)C)cc3)n2)cc1 | 0.4
Cc1cc2c(cc(C(=O)OC(C(=O)NCc3ccco3)C(C)C)n2C)o1 (stereo not drawn) | -4.3
